Bioassay records (PubChem)
GDH-TPI counter: GDH-TPI coupled enzyme inhibition counter-screen. inhibition, % at 4.8 µM. GDH-TPI coupled enzyme counterscreen, NADH absorbance. 360,000 tested, 1.2% active; in the data active means inhibition above about 30%;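 further: 0% = DMSO wells and 100% = wells lacking the enzyme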
BioA inh: inhibitors of Mycobacterium tuberculosis BioA enzyme | purified M. tuberculosis BioA enzyme, plate reader | inhibition, % at 9.99 µM | 360,000 tested, 0.096% active | AID 602481; in the data active means inhibition above about 40%; inconclusive means no clear call, values can overlap the other calls
Rv3671c protease: inhibitors of M. tuberculosis serine protease Rv3671c. P9WHR9. inhibition, % at 5.96 µM. 320,000 tested, 0.048% active. AID 2606; in the data active means inhibition above about 38%;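 further: extracellular domain of Rv3671c used as enzyme; 0% = enzyme with DMSO and 100% = no enzyme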
MazF activator: increases E. coli MazEF RNase cleavage of RNA; P0AE70; FAM/BHQ RNA-DNA oligo cleavage fluorescence, 5 h; activation, % at 20 µM; 350,000 tested, 0.32% active; AID 504720; in the data active means activation above about 50%
Target sequence (P0AE70 whole entry, looked up): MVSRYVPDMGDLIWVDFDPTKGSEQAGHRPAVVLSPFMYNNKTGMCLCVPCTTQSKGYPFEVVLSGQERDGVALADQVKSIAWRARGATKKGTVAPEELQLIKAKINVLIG
UGM FP inh: Mtb UDP-galactopyranose mutase inhibition. purified UGM, fluorescence polarization probe displacement. inhibition, % at 10 µM. 320,000 tested, 0.06% active; in the data active means inhibition above about 10%, passing the limit was not always enough; inconclusive means no clear call, values can overlap the other calls
Target sequence (P9WIQ1 whole entry, looked up): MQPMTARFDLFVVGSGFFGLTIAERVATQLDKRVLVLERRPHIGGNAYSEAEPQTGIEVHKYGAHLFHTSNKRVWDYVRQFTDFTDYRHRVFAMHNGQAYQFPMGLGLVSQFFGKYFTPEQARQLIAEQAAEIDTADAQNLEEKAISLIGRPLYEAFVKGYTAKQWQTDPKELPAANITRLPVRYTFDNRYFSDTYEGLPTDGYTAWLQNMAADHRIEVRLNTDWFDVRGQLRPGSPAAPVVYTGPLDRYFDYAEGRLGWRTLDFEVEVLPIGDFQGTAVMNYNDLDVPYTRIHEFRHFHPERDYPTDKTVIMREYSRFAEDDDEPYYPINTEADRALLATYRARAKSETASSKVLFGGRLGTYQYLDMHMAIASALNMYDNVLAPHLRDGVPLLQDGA
FadD28 FP inh: M. tuberculosis FadD28 bisubstrate binding inhibition. 360,000 tested, 0.22% active. inhibition, % at 12.5 µM. AID 588549. FadD28 bisubstrate probe binding, fluorescence polarization; in the data active means inhibition above about 8.5%, passing the limit was not always enough; inconclusive means no clear call, values can overlap the other calls
FBA Mtb inh: inhibits M. tuberculosis FBA enzyme; P9WQA3; purified M. tuberculosis FBA, fluorescence read-out; inhibition, % at 1 µM; 360,000 tested, 2.3% active; in the data active means inhibition above about 27%;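 further: 0% = vehicle and 100% = reference inhibitor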
Target sequence (P9WQA3 whole entry, looked up): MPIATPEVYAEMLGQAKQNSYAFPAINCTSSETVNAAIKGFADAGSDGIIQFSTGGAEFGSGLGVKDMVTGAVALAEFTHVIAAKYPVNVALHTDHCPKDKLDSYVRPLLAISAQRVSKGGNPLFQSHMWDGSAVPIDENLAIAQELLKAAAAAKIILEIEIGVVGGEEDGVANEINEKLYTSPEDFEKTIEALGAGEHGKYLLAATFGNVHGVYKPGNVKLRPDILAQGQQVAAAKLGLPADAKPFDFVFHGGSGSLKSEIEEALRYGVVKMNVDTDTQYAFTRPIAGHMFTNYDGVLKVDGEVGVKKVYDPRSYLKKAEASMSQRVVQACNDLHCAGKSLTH
PrPC surface inh: cell surface PrPC inhibition, primary TR-FRET screen; P04156; inhibition, % at 13.8 µM; TR-FRET read-out; 370,000 tested, 0.43% active; in the data active means inhibition above about 24%; further: 0% = median of the test wells and 100% = reference compound wells
BoNT-F LC inh: inhibitors of Botulinum neurotoxin F light chain protease | Multiplex microsphere protease cleavage assay, flow cytometry | inhibition, % at 10 µM | 360,000 tested, 0.22% active; in the data active means inhibition above about 35%, passing the limit was not always enough; inconclusive means no clear call, values can overlap the other calls; further: plate controls were buffer without enzyme for full effect and enzyme alone for no effect
Numbers without * were called inactive; ? = inconclusive; · = not tested or not shown; & = joins results of further samples.

No.	SMILES	MazF activator	GDH-TPI counter	Rv3671c protease	FadD28 FP inh	PrPC surface inh	FBA Mtb inh	BioA inh	UGM FP inh	BoNT-F LC inh
1	O=C(Oc1ccccc1OC(=O)N1CCOCC1)N1CCOCC1	3	1	3	0.6	-1	2	0.2	-1.7	-12
2	O=C(/C=N/O)Nc1ccccc1	3	1	5	-4.0	3	3	·	2.0	-2
3	COC(=O)c1ccccc1C(=O)N1CCCC(CCC(=O)NCc2ccc(F)c(F)c2)C1 (stereo not given)	-3	-4	-1	-1.5	-2	-1	-0.4	-1.7	-2
4	CCCCNCCOc1ccccc1-c1ccccc1	15	0	4	-2.9	8	-1	-0.2	1.1	-11
5	O=[N+]([O-])c1ccc(N=Cc2ccc(Br)c([N+](=O)[O-])c2)cc1	6	9	15	-0.5	-2	-1	·	-0.4	-7
6	Cc1ccc(NC(=O)CN2C(=O)NC3(CCCC3)C2=O)cc1S(=O)(=O)N1CCCCC1	7	3	2	-4.0	-6	2	-0.1	-0.8	-8
7	O=C(Nc1cccc(F)c1)/C(=C\c1cccnc1)NC(=O)c1ccco1	1	-3	4	-2.7	-5	-1	·	2.7	4
8	CC(=O)Nc1ccc(S(=O)(=O)N(CC(=O)Nc2cc(C)on2)Cc2ccc(F)cc2)cc1	12	4	1	-1.0	6	3	·	-2.1	·
9	CC(OC(=O)c1cccc(S(=O)(=O)N2CCCC2)c1)C(=O)NC1CCCCC1C (stereo not given)	7	-2	1	-1.4	6	2	·	-1.9	1
10	C=CCNC(=S)N/N=C(\C)c1cccnc1	5	-11	-2	-3.6	-2	-1	·	0.4	-1
11	O=C(CN1C(=O)CCC1=O)NC(=O)NC1CCCC1	-3	-2	0	-1.3	-1	0	1.0	-0.7	-8
12	Oc1ccc(-c2n[nH]c(=S)n2Cc2ccco2)cc1	-8	21	-20	-0.5	3	7	-2.4	1.6	2

Next part:
No.	SMILES	MazF activator	GDH-TPI counter	Rv3671c protease	FadD28 FP inh	PrPC surface inh	FBA Mtb inh	BioA inh	UGM FP inh	BoNT-F LC inh
13	CCOC(=O)c1c(C)oc2c1c1c(c3ccccc32)OCN(Cc2cccnc2)C1	-4	8	·	-1.2	·	1	0.1	·	-9
14	CCOC(=O)Nc1nnc(/C=C/c2ccc(OC)cc2)s1	-3	36*	2	-3.8	4	33*	·	-2.4	-5
15	Cc1ccccc1NCCC(=O)Nc1ccc(Cl)cc1	5	-1	6	-2.3	0	-1	1.6	-0.2	-21
16	Cc1ccc(S(=O)(=O)NCC(=O)OCc2cc(=O)oc3c(C)c(C)ccc23)cc1C	4	3	-5	-1.0	3	1	-0.5	-1.3	-4
17	Cc1cccc(CCN(C(=O)c2csnn2)C(C(=O)NC2CCCC2)c2ccco2)c1 (stereo not given)	-4	-3	-11	-1.2	-1	-2	1.3	0.2	3
18	Cc1nc2ccccn2c(=O)c1NC(=O)c1ccc(Br)o1	-3	27	·	0.5	0	4	-7.0	·	0
19	COc1cc(NC(=O)CCC(=O)OCCCC(F)(F)C(F)(F)F)nc(OC)n1	-5	-4	2	-0.8	3	-2	·	0.2	3
20	Cc1cc2occ(CC(=O)N(C)CC(=O)Nc3ccccc3Br)c2cc1C	3	-5	-10	-5.4	2	-2	2.0	-2.8	·
21	Cc1cc(NS(=O)(=O)c2c(C)c(C)cc(C)c2C)no1	6	0	4	·	-1	-1	1.0	2.4	5
22	Cn1c(-c2cnn(-c3ccccc3)c2-n2cccc2)n[nH]c1=S	6	-9	-2	-3.8	6	-5	·	-0.8	-2
23	NC(=S)N1CCCc2ccccc21	-2	-1	-3	-1.0	-6	4	·	1.0	?
24	O=C(c1ccc(-n2cncn2)c([N+](=O)[O-])c1)N1CCN(S(=O)(=O)c2ccc(Br)cc2)CC1	-1	2	2	-4.2	-28	-2	0.4	2.4	·

Additional results follow.
No.	SMILES	MazF activator	GDH-TPI counter	Rv3671c protease	FadD28 FP inh	PrPC surface inh	FBA Mtb inh	BioA inh	UGM FP inh	BoNT-F LC inh
25	CN(C)N1C(=O)CC(NNC(=O)c2ccncc2)C1=O (stereo not given)	-2	-2	-13	-1.8	5	2	·	-2.0	-1
26	CCn1c(SCc2nc3scc(-c4ccccc4)c3c(=O)[nH]2)nnc1-c1cccs1	6	10	-13	-1.6	8	3	·	2.7	-2
27	COc1cccc(Nc2nc(-c3ccccc3O)nc3ccccc23)c1	75*	11	-52	-1.8	0	-2	-2.0	-1.2	10
28	O=C(CNC(=O)c1ccccc1F)Nc1ccc2c(c1)CCC2	5	16	-7	-2.2	5	-1	0.2	-2.7	-10
29	CC(=O)OC1COC(N2CCc3cc([N+](=O)[O-])ccc32)C(OC(C)=O)C1OC(C)=O (stereo not given)	2	3	-5	-3.8	-5	-2	·	-0.5	1
30	CC1Cc2ccccc2N1S(=O)(=O)c1ccc2c(c1)n(C)c(=O)c(=O)n2C (stereo not given)	-3	11	-5	0.3	8	-1	-0.9	-5.9	-11
31	CC1=NN(C2=NS(=O)(=O)c3ccccc32)C(C)(O)C1 (stereo not given)	-1	13	-4	-0.6	9	0	-1.3	0.2	15
32	C=CCc1c(C)[nH]c(=S)c(C#N)c1C	-3	-2	1	-0.2	-3	-1	0.0	4.3	-11
33	Cc1occc1C(=O)Nc1ccc2ccccc2c1	0	2	3	-4.7	3	1	-1.3	-3.5	-1
34	O=C(CCNS(=O)(=O)c1cccc2nsnc12)NC1CCCc2ccccc21 (stereo not given)	7	-1	0	-0.1	-31	1	-0.4	-0.2	2
35	OCC1(Cc2ccccc2)CCN(Cc2ccc(-c3ccco3)cc2)CC1	4	1	7	-1.3	1	2	·	-5.8	-2
36	COC(=O)[C@]1(Cc2ccccc2)N[C@H](CN(C)C(=O)c2ccc(F)cc2)[C@@H]2C(=O)N(Cc3ccccc3)C(=O)[C@@H]21	-1	11	6	0.0	1	-4	-0.6	-6.7	-7

Next section.
No.	SMILES	MazF activator	GDH-TPI counter	Rv3671c protease	FadD28 FP inh	PrPC surface inh	FBA Mtb inh	BioA inh	UGM FP inh	BoNT-F LC inh
37	NC(=O)CSc1cn(Cc2ccccc2)c2ccccc12	10	-4	5	-2.5	-4	0	·	-2.1	-3
38	O=C(CNC(=O)c1cccc(Cl)c1)N/N=C/C=C/c1ccccc1	5	7	2	-1.4	-8	1	·	3.0	2
39	COc1ccc(NC(=O)CSc2nc3ccccc3c(=O)n2CCCO)cn1	-1	8	-1	0.3	3	-3	2.9	-1.2	-6
40	CCC1Nc2ncnc(N3CCCCC3)c2N(Cc2ccc(C)cc2)C1=O (stereo not given)	3	3	-1	-2.9&-2.1	-4&5	-2&4	0.7&2.6	-1.4	1&-11
41	COc1ccc2c(c1)OC(=O)CC2c1ccccc1OC (stereo not given)	-1	7	·	-4.1	-4	3	-0.9	·	-2
42	O=C(CN1CCN(S(=O)(=O)c2ccccc2)CC1)NC(=O)NC1CCCCC1	-7	-4	-11	-2.4	-2	1	·	-0.3	-3
43	c1ccc(CN=C2Nc3ccccc3CS2)nc1	11	-4	-2	-0.1	-2	1	·	1.4	-21
44	CCCNC(=O)c1cc(C2CCCN(C(=O)c3ccc4ccccc4c3)C2)on1 (stereo not given)	·	6	·	-2.4	-2	4	4.2	·	9
45	C=CCNC(=S)NNC(=O)c1cc(-c2cccnc2)nc2ccccc12	0	6	·	-2.7	-6	-1	0.2	4.7	-3
46	O=C(NCc1cccs1)C1CCN(S(=O)(=O)N2CCCC2)CC1	8	5	1	-0.3	-6	0	-0.6	-1.0	-15
47	CC(=O)Nc1ccc(NC(=O)COC(=O)CCCc2c[nH]c3ccccc23)cc1	1	-6	1	0.5	2	-1	1.6	-0.3	4
48	O=C(CC(C(=O)O)c1ccc(Cl)cc1)c1ccccc1 (stereo not given)	-3	1	-7	-1.8	2	1	-0.7	-3.2	-2

Copied from the results shown for reference:
No.	SMILES	MazF activator	GDH-TPI counter	Rv3671c protease	FadD28 FP inh	PrPC surface inh	FBA Mtb inh	BioA inh	UGM FP inh	BoNT-F LC inh
39	COc1ccc(NC(=O)CSc2nc3ccccc3c(=O)n2CCCO)cn1	-1	8	-1	0.3	3	-3	2.9	-1.2	-6
40	CCC1Nc2ncnc(N3CCCCC3)c2N(Cc2ccc(C)cc2)C1=O (stereo not given)	3	3	-1	-2.9&-2.1	-4&5	-2&4	0.7&2.6	-1.4	1&-11
41	COc1ccc2c(c1)OC(=O)CC2c1ccccc1OC (stereo not given)	-1	7	·	-4.1	-4	3	-0.9	·	-2
42	O=C(CN1CCN(S(=O)(=O)c2ccccc2)CC1)NC(=O)NC1CCCCC1	-7	-4	-11	-2.4	-2	1	·	-0.3	-3
43	c1ccc(CN=C2Nc3ccccc3CS2)nc1	11	-4	-2	-0.1	-2	1	·	1.4	-21
44	CCCNC(=O)c1cc(C2CCCN(C(=O)c3ccc4ccccc4c3)C2)on1 (stereo not given)	·	6	·	-2.4	-2	4	4.2	·	9
45	C=CCNC(=S)NNC(=O)c1cc(-c2cccnc2)nc2ccccc12	0	6	·	-2.7	-6	-1	0.2	4.7	-3
46	O=C(NCc1cccs1)C1CCN(S(=O)(=O)N2CCCC2)CC1	8	5	1	-0.3	-6	0	-0.6	-1.0	-15
47	CC(=O)Nc1ccc(NC(=O)COC(=O)CCCc2c[nH]c3ccccc23)cc1	1	-6	1	0.5	2	-1	1.6	-0.3	4
48	O=C(CC(C(=O)O)c1ccc(Cl)cc1)c1ccccc1 (stereo not given)	-3	1	-7	-1.8	2	1	-0.7	-3.2	-2

The list goes on.
No.	SMILES	MazF activator	GDH-TPI counter	Rv3671c protease	FadD28 FP inh	PrPC surface inh	FBA Mtb inh	BioA inh	UGM FP inh	BoNT-F LC inh
49	O=C(N/N=C/c1cn(-c2ccccc2)nc1-c1cccnc1)c1ccccc1	7	3	-7	-4.5	14	0	·	0.6	-5
50	O=[N+]([O-])c1ccc(N(c2ccccc2)c2ccccc2)cc1	-674	7	-2	0.0	12	-4	-2.9	-0.7	24
51	COc1ccc(-c2csc(Nc3ccc(S(N)(=O)=O)cc3)n2)cc1	0	30	4	-3.2	-8	4	-1.5	-4.4	1
52	O=C1S/C(=C/c2ccc(N3CCOCC3)o2)C(=O)N1Cc1ccc(F)cc1	-927	11	-12	0.2	8	6	-2.1	-1.5	15
53	CON/C=C(\C=Nc1ccc(F)cc1)c1ncc(C(F)(F)F)cc1Cl	1	9	-2	0.8	4	0	·	1.5	-12
54	CCC(C)C(NC(N)=O)C(=O)Nc1ccc(C)c(Cl)c1 (stereo not given)	-2	-2	4	-4.5	-3	1	·	-0.7	-1
55	O=C1c2ccccc2C(=O)N1OCc1ccccc1	4	1	-2	-2.9	6	2	0.8	-0.5	1
56	CC(=O)Oc1c(S(=O)(=O)c2ccc(C)cc2)c(C)nn1-c1ccccc1	-1	9	-5	-0.6	3	2	-0.3	0.1	-4
57	CNC1=CC(=O)CC(c2ccccc2)C1 (stereo not given)	-17	1	1	-2.0	0	0	·	-0.9	-4
58	CC1=NOC(=O)/C1=C/c1ccc(O)cc1	-32	5	4	-0.4	3	-1	·	2.0	-46
59	CCOc1cccc(C(=O)Nc2nnc(-c3cccs3)s2)c1	8	-4	4	-3.0	8	3	0.6	-0.5	-3
60	CC(C)CN(C(=O)COC(=O)Cc1cccc2ccccc12)c1c(N)n(Cc2ccccc2)c(=O)[nH]c1=O	-14	3	0	-2.8	7	-2	·	0.9	-3

Continued.
No.	SMILES	MazF activator	GDH-TPI counter	Rv3671c protease	FadD28 FP inh	PrPC surface inh	FBA Mtb inh	BioA inh	UGM FP inh	BoNT-F LC inh
61	O=C(COC(=O)c1cccs1)Nc1cccc(S(=O)(=O)N2CCCCC2)c1	11	-9	-6	-0.2	10	2	-1.8	2.1	0
62	O=C(Nc1ccc(F)cc1F)c1ccc(-n2cccn2)nc1	-4	-3	-16	-3.7	6	-1	·	1.2	-5
63	O=c1oc2ccccc2c(N2CCCCC2)c1CN1CCCCC1	-2	10	6	-1.8	0	3	-0.6	5.4	7
64	COc1ccc(C(=O)N/C(=C\c2cn(C)c3ccccc23)C(=O)N2CCN(C)CC2)cc1	14	43*	-8	0.4	-14	-1	-2.5	2.0	-1
65	COc1ccc(OC)c(Nc2nc(N)nc(CSc3nnc(N)s3)n2)c1	0	9	2	-2.0	·	1	-0.1	1.1	1
66	Cc1ccc(S(=O)(=O)N2CCOCC2)cc1NC(=O)c1cccc(S(=O)(=O)N2CCCC2)c1	6	-3	-10	-1.9	0	1	·	1.0	0

Compounds were not picked by outcome; any-hit rate near 4.8%.
